Screening data: PubChem BioAssay, Broad Institute
MITF act = activators of MITF-driven TRPM1 promoter activity in SK-MEL-5 cells; activation, % at 12.5 µM; SK-MEL-5 TRPM1-promoter luciferase, 24 h; % of positive control, neutral wells = 0; 300,000 tested, 0.75% active;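 active = mean activation of at least 80% with every replicate also reaching 80%; inconclusive = mean reaches 80% but some replicate falls short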;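 note: 0% = neutral control wells and 100% = parthenolide positive control wells; values of inactives mirror those of a sister screen read the other way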
NSD2 HMT inh = inhibitors of human histone methyltransferase NSD2 | 310,000 tested, 0.54% active | O96028 | inhibition, % at 12.5 µM | NSD2 peptide methylation, AlphaScreen, 120 min | AID 743445; in the data active = inhibition above about 50%
Rtt109 Vps75 = blocks Candida albicans Rtt109/Vps75 acetyltransferase activity; inhibition, % at 34.9 µM; purified Rtt109/Vps75, ThioGlo CoA-SH fluorescence, 4 h; 330,000 tested, 0.16% active; Q5AAJ8; AID 540336;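 active = inhibition of at least 50% in every replicate; inconclusive = best replicate reaches 50% inhibition but some replicates fall short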
SR-BI HDL uptake = blocks mouse SR-BI lipid uptake from DiI-HDL. Q61009. ldlA[mSR-BI] CHO cells, DiI-HDL uptake fluorescence, 3 h. inhibition, % at 12.5 µM. 320,000 tested, 0.96% active;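 active = mean replicate inhibition of at least 70% and a set share of replicates each scoring 70 or more; inconclusive = meets just one of the two criteria; inactive = fails both criteria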;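 note: 0% = median of neutral control wells and 100% = median of positive control wells; values of inactives mirror those of a sister screen read the other way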
Target sequence (Q61009 whole entry, looked up): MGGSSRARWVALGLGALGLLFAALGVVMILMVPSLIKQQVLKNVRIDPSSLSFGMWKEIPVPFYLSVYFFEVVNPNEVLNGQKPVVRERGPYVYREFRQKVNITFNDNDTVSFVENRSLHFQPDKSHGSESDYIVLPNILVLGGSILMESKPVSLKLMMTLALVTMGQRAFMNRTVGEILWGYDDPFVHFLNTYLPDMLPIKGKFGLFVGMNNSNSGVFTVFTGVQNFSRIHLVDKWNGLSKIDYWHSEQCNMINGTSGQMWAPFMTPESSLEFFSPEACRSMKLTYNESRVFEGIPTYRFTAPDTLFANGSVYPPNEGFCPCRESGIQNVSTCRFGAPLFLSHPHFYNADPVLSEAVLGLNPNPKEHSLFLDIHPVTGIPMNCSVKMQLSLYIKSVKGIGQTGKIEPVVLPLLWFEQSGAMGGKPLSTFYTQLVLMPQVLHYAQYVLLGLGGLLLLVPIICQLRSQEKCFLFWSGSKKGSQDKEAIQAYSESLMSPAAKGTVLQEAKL
PfHsp90 yeast 2 = reduces growth (ATP signal) of yeast expressing P. falciparum Hsp90; S. cerevisiae expressing PfHsp90, BacTiter-Glo ATP, 48 h; yeast lacking PDR1 and PDR3 efflux regulators; inhibition, % at 9.4 µM; 310,000 tested, 0.32% active; AID 504621;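 active = every replicate shows inhibition above about 80%, whatever the replicate mean, limit read from the data; inconclusive = mean inhibition reaches the set limit but some replicate falls short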;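 note: 0% = DMSO neutral controls and 100% = 20 µM radicicol positive controls; yeast relying on Plasmodium falciparum Hsp90 in place of its own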
CAL PDZ FP-1 = inhibitors of human CAL PDZ peptide binding | Q9HD26 | purified CAL PDZ, TMR-peptide fluorescence polarization, 1 h | inhibition, % at 20 µM | 330,000 tested, 0.02% active | AID 504414;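 active = highest replicate inhibition of at least 40%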;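 note: plate controls were DMSO neutral control wells for no effect and unlabeled competitor peptide control wells for full effect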
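Material: tagged CAL PDZ domain; buffer or medium: 25 mM sodium phosphate pH 7.4, 150 mM NaCl, TCEP, IgG, Thesit; compound dosing: single point, 20 µM; schedule: 1 h incubation at room temperature before polarization reading; measured by: FP readout, S and P plane fluorescence; read-out basis: percent inhibition from loss of millipolarization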
SR-BI DiI-HDL act = SR-BI HDL lipid transfer activation | CHO ldlA[mSR-BI] cells, DiI-HDL uptake fluorescence, 3 h; 100 = double the neutral-control signal | activation, % at 12.5 µM | 320,000 tested, 0.096% active | AID 504775;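 active = mean replicate activation of at least 60% and every replicate at or above 60%; inconclusive = mean or all-replicate condition met, but not both; inactive = mean below 60% and not all replicates reaching 60%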;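 note: 0% = median plate neutral-control signal and 100% = twice that signal; values of inactives mirror those of a sister screen read the other way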
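System: LDL receptor-deficient CHO ldlA cells overexpressing murine SR-BI | Timing: 3 h uptake period with compound, 37 °C | Medium: HEPES-buffered (25 mM, pH 7.4) F12 plus 0.5% BSA | Dosing: Single-point compound dose | Signal: Bottom-read fluorescence, 550/595 nm | Read-out: Retained DiI signal reflecting DiI-HDL uptake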
dFosB act = activators of mouse delta FosB homodimer; activation, % at 25 µM; purified delta FosB, TAMRA-CDK5 oligo fluorescence polarization; percent of positive-control signal above neutral wells; P13346; 340,000 tested, 0.99% active; AID 493131;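 active = mean activation above about 17%, with every replicate also reaching it, limit read from the data, passing the limit was not always enough; inconclusive = only one of the two conditions met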;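 note: fluorescence polarization rise as delta FosB binds a TAMRA Cdk5 AP-1 oligo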
Target sequence (P13346 whole entry, looked up): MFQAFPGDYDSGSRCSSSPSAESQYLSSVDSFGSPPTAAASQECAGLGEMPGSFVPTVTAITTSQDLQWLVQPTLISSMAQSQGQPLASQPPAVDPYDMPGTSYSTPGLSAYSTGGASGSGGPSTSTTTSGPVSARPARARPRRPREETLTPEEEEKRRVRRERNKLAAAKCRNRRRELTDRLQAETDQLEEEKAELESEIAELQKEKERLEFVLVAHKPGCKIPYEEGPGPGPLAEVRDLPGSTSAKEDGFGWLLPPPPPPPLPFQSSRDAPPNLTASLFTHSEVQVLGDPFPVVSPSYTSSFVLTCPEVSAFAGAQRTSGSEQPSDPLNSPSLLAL
CAL PDZ FP-2 = inhibitors of human CAL PDZ peptide binding | purified CAL PDZ, TMR-peptide fluorescence polarization, 1 h | inhibition, % at 24.9 µM | 300,000 tested, 0.92% active | AID 602252;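 active = mean inhibition of at least 30% with at least half of replicates also reaching 30%; inconclusive = no clear call, values can overlap the other calls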;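 note: 0% = DMSO neutral control and 100% = excess unlabeled competitor peptide PRC23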
PvdQ inh = blocks Pseudomonas aeruginosa PvdQ acylase activity. purified PvdQ acylase, fluorescence plate reader. AID 488965. inhibition, % at 10 µM. 340,000 tested, 0.063% active; in the data active = inhibition above about 30%, passing the limit was not always enough; inconclusive = no clear call, values can overlap the other calls;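 note: 0% = vehicle neutral wells and 100% = reference inhibitor wells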
The depositor's hits bear a star; ? = inconclusive; . = not tested or not shown.

SMILES	MITF act	NSD2 HMT inh	Rtt109 Vps75	SR-BI HDL uptake	PfHsp90 yeast 2	CAL PDZ FP-1	SR-BI DiI-HDL act	dFosB act	CAL PDZ FP-2	PvdQ inh
O=C(COC(=O)c1cccc(Cl)c1)Nc1cc(S(=O)(=O)N2CCOCC2)ccc1N1CCOCC1	6	-1	17	-1	-4	-0.6	1	-12	18	10
Cc1ccnc(NC(=O)C(C)N2C(=O)c3ccccc3S2(=O)=O)c1 (stereo unspecified)	-5	-1	-4	-15	10	1.2	15	5	1	-7
COc1ccc2c(CN(C)c3ccccc3)cc(=O)oc2c1	-7	0	-4	33	-2	-2.3	-33	-4	-5	-10
CCC(=O)N=c1ccn(C2=Nc3ccccc3NC2=C(C#N)C#N)cc1	3	0	-1	-12	-10	0.5	12	-3	-7	-6
CCCCC1=CC2=C(c3ccco3)C(=O)C(C)(OC(=O)c3ccc(OC)cc3)C(=O)C2=CN1CCCOC(C)C (stereo unspecified)	-8	.	4	2	36	-0.4	-2	1	-7	-13
O=[N+]([O-])c1cc2c(cc1/C=N\NS(=O)(=O)c1ccccc1)OCO2	-24	1	-3	-9	8	0.4	9	3	-2	-7
CCN(CC)S(=O)(=O)c1ccc(C)c(NC(=O)CNc2cccc(S(=O)(=O)N3CCCC3)c2)c1	-13	.	-3	-28	-19	-2.5	28	-7	-6	-16
CN(C)c1ccc(/C=N/N2CCN(c3ccccn3)CC2)cc1	.	0	5	-2	-15	-1.4	2	-4	0	-11
CCC(=O)N1CCc2cc(Br)cc(S(=O)(=O)N3CCCCC3CC)c21 (stereo unspecified)	-12	1	-5	2	28	-1.2	-2	-9	74*	-7
COc1cc(CCCN2C(=O)C(=O)NC[C@@H]2Cc2ccc(O)cc2)cc(OC)c1OC	5	.	-6	-32	4	0.3	32	6	-4	-9

Sorted by length of the SMILES (falling): part of the list above.
SMILES	MITF act	NSD2 HMT inh	Rtt109 Vps75	SR-BI HDL uptake	PfHsp90 yeast 2	CAL PDZ FP-1	SR-BI DiI-HDL act	dFosB act	CAL PDZ FP-2	PvdQ inh
CCCCC1=CC2=C(c3ccco3)C(=O)C(C)(OC(=O)c3ccc(OC)cc3)C(=O)C2=CN1CCCOC(C)C (stereo unspecified)	-8	.	4	2	36	-0.4	-2	1	-7	-13
O=C(COC(=O)c1cccc(Cl)c1)Nc1cc(S(=O)(=O)N2CCOCC2)ccc1N1CCOCC1	6	-1	17	-1	-4	-0.6	1	-12	18	10
COc1cc(CCCN2C(=O)C(=O)NC[C@@H]2Cc2ccc(O)cc2)cc(OC)c1OC	5	.	-6	-32	4	0.3	32	6	-4	-9
O=[N+]([O-])c1cc2c(cc1/C=N\NS(=O)(=O)c1ccccc1)OCO2	-24	1	-3	-9	8	0.4	9	3	-2	-7
COc1ccc2c(CN(C)c3ccccc3)cc(=O)oc2c1	-7	0	-4	33	-2	-2.3	-33	-4	-5	-10

(listing goes on)
SMILES	MITF act	NSD2 HMT inh	Rtt109 Vps75	SR-BI HDL uptake	PfHsp90 yeast 2	CAL PDZ FP-1	SR-BI DiI-HDL act	dFosB act	CAL PDZ FP-2	PvdQ inh
O=C(c1ccccc1)N1CCN(c2ccc(NCc3ccc4c(c3)OCO4)cc2)CC1	.	.	-3	9	6	-0.2	-9	-10	.	-2
CN1C(=O)/C(=C/c2ccccc2OCc2cccc(F)c2)N(C)C1=S	.	-7	3	50	.	-2.5	-50	-8	-2	-7
O=C(N/N=C\c1ccc2c(c1)OCO2)c1ccco1	65	-2	0	-9	6	-2.4	9	-4	-7	1
Cc1nccc2oc(=O)c(NC(=O)c3ccc(Cl)cc3)cc12	19	-2	-6	11	42	-0.5	-11	-18	7	-14
O=C(COc1ccc(F)cc1Cl)Nc1cccc(S(=O)(=O)N2CCCC2)c1	32	1	-8	30	-22	-3.0	-30	-11	-9	-12
COc1ccc2cnn(-c3ccccc3C)c(=O)c2c1OC	0	-2	9	-22	-18	-1.7	22	2	4	3
CSc1ccccc1NC(=O)c1ccc(CN2CCOCC2)cc1	1	0	-5	54	-3	0.3	-54	0	-2	-3
CCN(C(=O)c1cnc(NC(C)C)cc1C(F)(F)F)c1ccc(Cl)cc1	-1	0	-2	-19	-30	0.4	19	-16	2	-8
COc1ccc(CN(C(=O)CNC(=O)c2ccco2)C(C(=O)NC2CCCC2)c2ccco2)cc1 (stereo unspecified)	13	-1	3	-3	-9	-0.5	3	-4	-2	-13
Cc1ccc(OCC(=O)NCCCNC(=O)c2ccncc2)cc1C	10	1	-3	.	36	-2.6	.	-2	-2	6
COc1ccc2[nH]c(C(=O)O)c(NS(=O)(=O)c3ccc(C)c(C)c3)c2c1	-1	5	-10	-19	0	-2.4	19	2	-4	-14
COc1ccc(NC(=O)C2CCN(S(=O)(=O)c3c(C)nn(C)c3C)CC2)cc1	7	-9	-1	-1	19	-2.2	1	1	0	-9
CN(C(=S)NC(=O)C1CC1)c1ccc(O)cc1	-14	-6	?	-5	-4	0.5	5	0	.	-17
O=C(O)COc1ccccc1/C=C1\SC(=S)N(/N=C/c2ccccc2O)C1=O	6	9	24	-12	-13	-2.1	12	-1	-2	-4
CCC1(c2ccccc2)NC(=O)N(CC(=O)Nc2ccc(S(=O)(=O)Nc3ncccn3)cc2)C1=O (stereo unspecified)	3	-1	-3	-13	.	-0.8	13	3	-1	-2
Cc1ccccc1NC(=O)c1cccc(C(=O)Nc2ccccc2C)n1	-1	-4	0	-12	-19	.	12	-8	-6	-9
CCn1nnc2cc(C(=O)Nc3cc(Cl)ccc3C)ccc21	1	-1	-6	18	-6	0.5	-18	6	-1	6
COc1ccc(-c2csc(NC(C)c3nc4cc(C(F)(F)F)ccc4n3CCOCCO)n2)cc1 (stereo unspecified)	-5	.	1	-12	13	-0.5	12	-1	0	-6
OC1(c2cccc(C(F)(F)F)c2)CCN(c2ncnc3c2[nH]c2ccccc23)CC1	-19	1	-6	4	-17	-2.5	-4	-2	0	18
O=C(C1CCCN(S(=O)(=O)c2cccc3nsnc23)C1)N1CCc2ccccc2C1 (stereo unspecified)	-18	4	4	21	42	-3.3	-21	-8	2	-5

Complete entries as entered above. Order of screens: MITF act, NSD2 HMT inh, Rtt109 Vps75, SR-BI HDL uptake, PfHsp90 yeast 2, CAL PDZ FP-1, SR-BI DiI-HDL act, dFosB act, CAL PDZ FP-2, PvdQ inh
OC1(c2cccc(C(F)(F)F)c2)CCN(c2ncnc3c2[nH]c2ccccc23)CC1 in the list: -19, 1, -6, 4, -17, -2.5, -4, -2, 0, 18
Cc1ccccc1NC(=O)c1cccc(C(=O)Nc2ccccc2C)n1 in the list: -1, -4, 0, -12, -19, ., 12, -8, -6, -9
O=C(c1ccccc1)N1CCN(c2ccc(NCc3ccc4c(c3)OCO4)cc2)CC1 in the list: ., ., -3, 9, 6, -0.2, -9, -10, ., -2
COc1ccc(NC(=O)C2CCN(S(=O)(=O)c3c(C)nn(C)c3C)CC2)cc1 in the list: 7, -9, -1, -1, 19, -2.2, 1, 1, 0, -9

Following part.
SMILES	MITF act	NSD2 HMT inh	Rtt109 Vps75	SR-BI HDL uptake	PfHsp90 yeast 2	CAL PDZ FP-1	SR-BI DiI-HDL act	dFosB act	CAL PDZ FP-2	PvdQ inh
COc1ccc(CCCc2n[nH]c(=S)o2)cc1C	-6	1	4	0	.	-2.7	0	-3	-4	-11
CCOC(=O)C1CCN(C(=O)CSc2ccccc2)CC1	3	0	-30	-4	-9	-1.1	4	1	-4	-6
CC(C)(C)c1cc(NC(=O)COc2ccc(Br)cc2)n(-c2ccccc2)n1	.	.	9	19	.	.	-19	-3	0	0
Cc1ccc(O)c(C2=Nc3ccccc3N=C(c3ccc([N+](=O)[O-])cc3)C2)c1	1	0	1	52	-11	-1.2	-52	2	-4	8
CC(C)CNC(=O)[C@H]1N2C(=O)c3ccccc3C2SC1(C)C (stereo partly specified)	-4	-1	-2	2	13	-1.0	-2	-12	-1	8
Cc1ccccc1NC(=O)CC1c2ccccc2CC(C)(C)N1C (stereo unspecified)	4	-4	-3	-10	-3	-0.6	10	-4	.	-17
Cc1cc(C(=O)Nc2cc(S(C)(=O)=O)ccc2Cl)c(C)o1	-10	6	-2	4	1	0.1	-4	-3	-2	-15
COc1cc(-c2nn3c(-c4cccc(C)c4)nnc3s2)cc(OC)c1OC	19	5	1	28	.	-3.1	-28	-11	.	-1
CS(=O)(=O)N(CCc1ccccc1)CC(=O)NCc1ccccc1Cl	13	-4	0	4	23	-0.3	-4	-8	-3	-17
O=C(NC1CCC(O)CC1)c1ccc(-c2ccc([N+](=O)[O-])cc2)o1 (stereo unspecified)	1	11	9	.	-41	-0.2	.	-15	-2	-2
NC1=NN=C(N2N=C(c3ccc(Br)cc3)CC2(O)C(F)(F)F)n2ncnc2C1 (stereo unspecified)	0	0	12	-2	7	-1.4	2	-6	-4	7
CCOc1ccc(NC(=O)CCNC(=O)c2ccc(Br)cc2)cc1	.	-2	7	.	11	-0.7	.	8	1	12
c1ccc(-c2nc3ccccn3c2NCc2ccc3c(c2)OCO3)cc1	6	-1	-11	1	-30	-4.3	-1	-2	-3	-12
CN(C)CCN1C(=O)C(=O)/C(=C(/O)c2ccc(F)cc2)C1c1ccccc1 (stereo unspecified)	13	-7	-17	-3	-8	-0.1	3	1	3	-13
CCOC(=O)Cn1cncc1-c1ccc([N+](=O)[O-])cc1	52	-1	6	-24	6	0.3	24	1	8	-8
Cc1nnc(SCC(=O)Nc2cc(C(F)(F)F)ccc2Cl)n1C	.	-1	-11	-49	-5	0.0	49	2	-2	-16
Cc1ccc(Cn2ccc(NC(=O)c3cc(CC(C)C)on3)n2)cc1	.	.	-9	7	-15	0.4	-7	-6	-2	-19
CN(C)c1ccc(/C=C/C(=O)c2ccc3c(c2)OCO3)cc1	32	-11	-7	0	3	0.4	0	-13	.	-6
CC(C)CNC1=C(C(=S)Nc2ccccc2)C(=O)CC(C)(C)C1	-5	-1	-3	4	-7	-0.3	-4	1	-2	8
CN(Cc1ccc(OC(F)F)cc1)C(=O)c1ccc2nccnc2c1	.	1	.	2	.	-2.1	-2	-3	-3	3
CNS(=O)(=O)c1cccc(C(=O)OCC(=O)Nc2ccc3ccccc3c2)c1	8	-1	1	0	12	-0.5	0	-3	-1	-8
